# CSN deneddyl inh: inhibitors of human CSN-mediated cullin deneddylation; Q92905; Purified CSN, SCF-Nedd8-OG deneddylation, fluorescence polarization; inhibition, % at 12.5 µM; hit rate 0.38% among 360,000;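 active = pattern-corrected inhibition above about 35%, with an unprinted fluorescence ratio check between 0.5 and 1.5, limit read from the data, passing the limit was not always enough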;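 note: 0% = enzyme with substrate and 100% = substrate without enzyme; some results filed as inactive read as strong as hits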
#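 Material: purified human Csn5 enzyme expressed in HEK293T cells / Medium: Tris buffer pH 7.5, NaCl, DTT, Tween-20, trehalose, ovalbumin / Compound dosing: 12.5 µM single point / Schedule: 90 min incubation of compound, enzyme and substrate at room temperature / Signal: fluorescence polarization of the substrate / Control set: no-enzyme wells high, enzyme-with-substrate wells low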
# SUMO1 PPI mod: modulators of human SUMO1-mediated protein-protein interactions. P63165. SUMO1 binding to a labelled peptide, TR-FRET, 1 h. inhibition, % at 20 µM. hit rate 0.33% among 360,000. AID 602429; in the data active = inhibition above about 37%
# DNMT1 inh: DNMT1 (human) enzyme inhibition; P26358; DNMT1 molecular beacon, Hinp1I cleavage, fluorescence; inhibition (reported as % activation of signal), % at 10 µM; hit rate 0.83% among 360,000; in the data active = inhibition above about 50%
# NadD inh: blocks S. aureus nicotinate mononucleotide adenylyltransferase; purified NadD enzyme, colorimetric absorbance read-out; inhibition, % at 20 µM; hit rate 0.78% among 360,000; AID 602399; in the data active = inhibition above about 26%; note: some compounds past the cut are filed as inactive
# Neddylation inh: cullin neddylation inhibition; P61081+Q13564; TR-FRET cullin neddylation, biochemical; calls only at 25 µM; hit rate 0.58% among 360,000; in the data active = inhibition above about 36%
# LMPTP inh: blocks human LMPTP phosphatase. hit rate 0.22% among 360,000. P24666. recombinant LMPTP-A, OMFP fluorogenic substrate, fluorescence intensity. inhibition, % at 20 µM;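 active = compounds that cut the enzyme signal by at least half of the control window in the single-dose screen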;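 note: plate controls were DMSO wells with enzyme plus substrate for no effect and substrate without enzyme for full effect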
#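 material = LMPTP-A | quantity = 0.625 nM enzyme | reagent = OMFP substrate, 400 µM final | buffer or medium = Bis-Tris pH 6.0, DTT, detergent | detection = endpoint fluorescence intensity from OMFP dephosphorylation | dosing = single 20 µM dose | read-out basis = % inhibition relative to no-enzyme and uninhibited control wells | control set = no-enzyme and uninhibited controls | timing = 50 min at room temperature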
# Rin1 Abl inh: blocks binding of human Rin1 to Abl. P00519+Q13671. TR-FRET Rin1/Abl binding, biochemical. inhibition, % at 7.35 µM. hit rate 0.4% among 360,000. AID 588664; in the data active = inhibition above about 5%, passing the limit was not always enough
# Target sequence (P00519 whole entry, looked up): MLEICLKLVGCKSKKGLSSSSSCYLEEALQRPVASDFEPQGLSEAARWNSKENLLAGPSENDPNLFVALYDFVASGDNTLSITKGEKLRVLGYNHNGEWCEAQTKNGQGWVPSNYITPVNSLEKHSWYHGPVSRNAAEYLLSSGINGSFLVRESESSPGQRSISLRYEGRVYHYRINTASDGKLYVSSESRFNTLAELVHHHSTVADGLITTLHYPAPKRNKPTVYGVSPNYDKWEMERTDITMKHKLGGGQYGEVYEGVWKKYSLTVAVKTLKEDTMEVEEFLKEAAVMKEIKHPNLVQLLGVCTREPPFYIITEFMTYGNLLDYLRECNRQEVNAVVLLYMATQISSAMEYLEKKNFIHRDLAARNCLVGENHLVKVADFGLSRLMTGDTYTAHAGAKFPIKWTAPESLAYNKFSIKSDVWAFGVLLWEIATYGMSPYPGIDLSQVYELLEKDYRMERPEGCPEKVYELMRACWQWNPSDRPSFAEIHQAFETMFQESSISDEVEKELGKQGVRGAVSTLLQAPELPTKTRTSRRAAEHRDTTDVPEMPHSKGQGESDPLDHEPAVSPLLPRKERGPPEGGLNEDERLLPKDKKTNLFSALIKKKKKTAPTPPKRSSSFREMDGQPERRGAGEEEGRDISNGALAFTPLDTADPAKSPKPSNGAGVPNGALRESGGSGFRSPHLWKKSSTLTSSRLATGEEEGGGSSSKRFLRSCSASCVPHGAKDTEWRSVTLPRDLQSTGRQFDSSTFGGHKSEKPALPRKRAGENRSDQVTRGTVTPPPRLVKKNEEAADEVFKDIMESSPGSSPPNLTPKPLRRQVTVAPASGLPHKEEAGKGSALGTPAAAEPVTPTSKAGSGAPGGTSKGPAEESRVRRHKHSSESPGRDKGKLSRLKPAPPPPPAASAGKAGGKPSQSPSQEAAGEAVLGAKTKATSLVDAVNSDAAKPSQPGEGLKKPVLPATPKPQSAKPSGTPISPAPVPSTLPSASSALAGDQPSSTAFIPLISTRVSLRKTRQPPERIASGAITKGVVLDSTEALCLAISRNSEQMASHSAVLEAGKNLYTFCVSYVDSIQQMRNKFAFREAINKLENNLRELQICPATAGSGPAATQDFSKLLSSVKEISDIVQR
# Target sequence (Q13671 whole entry, looked up): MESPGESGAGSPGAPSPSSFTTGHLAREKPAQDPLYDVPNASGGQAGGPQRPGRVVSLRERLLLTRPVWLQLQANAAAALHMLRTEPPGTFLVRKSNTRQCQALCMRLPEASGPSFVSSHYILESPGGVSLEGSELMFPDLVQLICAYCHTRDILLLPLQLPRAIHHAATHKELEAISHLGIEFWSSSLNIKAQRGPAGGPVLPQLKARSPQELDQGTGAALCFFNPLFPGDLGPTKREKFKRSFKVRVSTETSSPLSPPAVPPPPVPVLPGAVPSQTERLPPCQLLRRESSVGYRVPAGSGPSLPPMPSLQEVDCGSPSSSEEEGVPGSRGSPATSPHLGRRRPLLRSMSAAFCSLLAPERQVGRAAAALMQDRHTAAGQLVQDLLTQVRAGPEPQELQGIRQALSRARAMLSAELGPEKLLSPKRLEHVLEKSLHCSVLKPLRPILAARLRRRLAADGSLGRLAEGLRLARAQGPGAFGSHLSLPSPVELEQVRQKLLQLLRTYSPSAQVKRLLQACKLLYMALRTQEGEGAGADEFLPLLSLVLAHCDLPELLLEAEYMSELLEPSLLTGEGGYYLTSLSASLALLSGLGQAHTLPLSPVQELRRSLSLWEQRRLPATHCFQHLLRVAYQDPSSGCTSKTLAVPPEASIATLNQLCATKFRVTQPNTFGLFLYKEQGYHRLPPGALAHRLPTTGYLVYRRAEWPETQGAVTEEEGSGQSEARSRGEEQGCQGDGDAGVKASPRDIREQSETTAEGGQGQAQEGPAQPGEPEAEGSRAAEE
# Scp-1 inhibitor: Scp-1 (human) phosphatase inhibition | Q9GZU7 | inhibition, % at 20 µM | hit rate 0.88% among 340,000 | AID 493091 | Recombinant Scp1, phosphopeptide, malachite green phosphate absorbance;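 active = inhibition above about 50% at 20 µM, limit read from the data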;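 note: plate controls were DMSO wells with enzyme for no effect and wells lacking enzyme for full effect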
#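 Assay system: SCP-1 catalytic fragment, aa 76-261 | Buffer or medium: Tris acetate buffer pH 5.5 with MgCl2 and Tween-20 | Compound: One concentration, 20 µM, with 1.0% DMSO | Also added: Phospho 17-mer peptide substrate | Signal: Absorbance at 630 nm | Incubation: 45 min enzyme reaction at room temperature | Measure: % inhibition of SCP-1 phosphate liberation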
# STEP block: inhibitors of human striatal-enriched phosphatase STEP; P54829; recombinant STEP, OMFP fluorogenic substrate, fluorescence; inhibition, % at 20 µM; hit rate 0.25% among 360,000;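 active = inhibition at 20 µM, scaled per plate between control wells, above about 37%, limit read from the data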;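 note: 0% = DMSO with enzyme and substrate and 100% = substrate only without enzyme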
#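 System: STEP phosphatase, cell-free reaction; Buffer or medium: Bis-Tris pH 6.0 buffer with DTT, detergent; Incubation: 20 min at room temperature, dark; Measured by: fluorescence, 480/540 nm.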
# Rpn11 inh: inhibitors of human proteasome Rpn11; AID 588493; O00487; hit rate 0.59% among 360,000; calls only at 20 µM; human 26S proteasome, Ub4-pepOG fluorescence polarization; 20S core pre-blocked with epoxomicin;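 active = inhibition at 20 µM, scaled to each plate's controls, above about 33%, limit read from the data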
# Numbers without * were called inactive; i = inactive; . = not tested or not shown.
# The opening 15 records (preview)
nr	structure	CSN deneddyl inh	LMPTP inh	STEP block	Rpn11 inh	Scp-1 inhibitor	NadD inh	Neddylation inh	Rin1 Abl inh	SUMO1 PPI mod	DNMT1 inh
1	Cc1ccc(NC(=S)N2CCCC(c3ccccc3)=N2)cc1	-1	3.7	1	i	-17	-7	i	0	3	-1
2	CC(C)CCn1nnnc1CN1CCN(c2ccccc2)CC1	-6	-0.7	-2	i	-9	-4	i	1	0	1
3	O=C(NC1CCCC1)c1ccc(CSCc2ccccc2F)o1	1	0.4	3	i	-4	-1	i	-1	-2	0
4	CC(NC(=O)CS(=O)(=O)c1ccccc1)c1ccccc1 (centres undefined)	-1	-2.4	-2	i	-13	-2	i	0	-1	0
5	CCCS(=O)(=O)N1CCCC(C(=O)NCc2cccnc2)C1 (centres undefined)	-1	-0.4	-2	i	-13	-2	i	1	-1	0
6	Cc1ccc(NC(=O)CSc2nc3ccccc3c(=O)n2CCCC(=O)NCCCN2CCOCC2)cc1C	2	-1.0	-2	i	-12	-14	i	3	-1	-1
7	CN1CCNC(=O)C1CC(=O)NCCC1=CCCCC1 (centres undefined)	5	-1.8	-2	i	-6	0	i	2	-5	-1
8	COc1ccc(NC(=O)CC23CC4CC(C2)CC(n2nnc(C)n2)(C4)C3)cc1	-1	-1.3	-2	i	-9	-6	i	-3	-7	-1
9	CN(C)c1ncnc2c1ncn2[C@H]1CN(Cc2ccncc2)C[C@@H](CO)O1	-1	-0.3	-1	i	.	2	i	2	22	-1
10	O=C(O)C(=Cc1ccnc2ccccc12)C(=O)O	-1	-1.5	2	i	.	-3	i	1	-3	5
11	CCc1cccc(NC(=O)C2CCCN(c3cnccn3)C2)c1 (centres undefined)	4	-1.1	-1	i	-7	-3	i	-3	-1	3
12	O=C1CC(SCCc2nc3ccccc3[nH]2)C(=O)N1c1ccc(F)cc1 (centres undefined)	-1	0.7	0	i	-1	-5	i	-2	1	10
13	COC(=O)c1cc(NC(=O)COC(=O)CCc2nc3ccccc3c(=O)[nH]2)cc(C(=O)OC)c1	2	4.2	2	i	1	0	i	1	2	11
14	Cc1cc2nc(-c3ccccc3)c(Cc3ccccc3)n2c(C)c1Br	5	2.6	-3	i	.	5	i	8	0	19
15	CCOCC(=O)Nc1nnc(C)s1	2	-1.6	-2	i	9	0	i	2	4	-4

# Results, previewed entries included:
nr	structure	CSN deneddyl inh	LMPTP inh	STEP block	Rpn11 inh	Scp-1 inhibitor	NadD inh	Neddylation inh	Rin1 Abl inh	SUMO1 PPI mod	DNMT1 inh
1	Cc1ccc(NC(=S)N2CCCC(c3ccccc3)=N2)cc1	-1	3.7	1	i	-17	-7	i	0	3	-1
2	CC(C)CCn1nnnc1CN1CCN(c2ccccc2)CC1	-6	-0.7	-2	i	-9	-4	i	1	0	1
3	O=C(NC1CCCC1)c1ccc(CSCc2ccccc2F)o1	1	0.4	3	i	-4	-1	i	-1	-2	0
4	CC(NC(=O)CS(=O)(=O)c1ccccc1)c1ccccc1 (centres undefined)	-1	-2.4	-2	i	-13	-2	i	0	-1	0
5	CCCS(=O)(=O)N1CCCC(C(=O)NCc2cccnc2)C1 (centres undefined)	-1	-0.4	-2	i	-13	-2	i	1	-1	0
6	Cc1ccc(NC(=O)CSc2nc3ccccc3c(=O)n2CCCC(=O)NCCCN2CCOCC2)cc1C	2	-1.0	-2	i	-12	-14	i	3	-1	-1
7	CN1CCNC(=O)C1CC(=O)NCCC1=CCCCC1 (centres undefined)	5	-1.8	-2	i	-6	0	i	2	-5	-1
8	COc1ccc(NC(=O)CC23CC4CC(C2)CC(n2nnc(C)n2)(C4)C3)cc1	-1	-1.3	-2	i	-9	-6	i	-3	-7	-1
9	CN(C)c1ncnc2c1ncn2[C@H]1CN(Cc2ccncc2)C[C@@H](CO)O1	-1	-0.3	-1	i	.	2	i	2	22	-1
10	O=C(O)C(=Cc1ccnc2ccccc12)C(=O)O	-1	-1.5	2	i	.	-3	i	1	-3	5
11	CCc1cccc(NC(=O)C2CCCN(c3cnccn3)C2)c1 (centres undefined)	4	-1.1	-1	i	-7	-3	i	-3	-1	3
12	O=C1CC(SCCc2nc3ccccc3[nH]2)C(=O)N1c1ccc(F)cc1 (centres undefined)	-1	0.7	0	i	-1	-5	i	-2	1	10

# Entries of single compounds as entered above. Order of screens: CSN deneddyl inh, LMPTP inh, STEP block, Rpn11 inh, Scp-1 inhibitor, NadD inh, Neddylation inh, Rin1 Abl inh, SUMO1 PPI mod, DNMT1 inh
# CCc1cccc(NC(=O)C2CCCN(c3cnccn3)C2)c1 (centres undefined) is listed with 4, -1.1, -1, i, -7, -3, i, -3, -1, 3
# O=C(NC1CCCC1)c1ccc(CSCc2ccccc2F)o1 is listed with 1, 0.4, 3, i, -4, -1, i, -1, -2, 0

# The listing continues.
nr	structure	CSN deneddyl inh	LMPTP inh	STEP block	Rpn11 inh	Scp-1 inhibitor	NadD inh	Neddylation inh	Rin1 Abl inh	SUMO1 PPI mod	DNMT1 inh
13	COC(=O)c1cc(NC(=O)COC(=O)CCc2nc3ccccc3c(=O)[nH]2)cc(C(=O)OC)c1	2	4.2	2	i	1	0	i	1	2	11
14	Cc1cc2nc(-c3ccccc3)c(Cc3ccccc3)n2c(C)c1Br	5	2.6	-3	i	.	5	i	8	0	19
15	CCOCC(=O)Nc1nnc(C)s1	2	-1.6	-2	i	9	0	i	2	4	-4
16	Cc1ccc(NC(=O)CN2CCN(Cc3ccccc3)CC2)c(Br)c1	2	-0.9	0	i	-12	-5	i	-2	-2	-1
17	COc1ccccc1NC(=O)C(=O)N/N=C(\C)CC(=O)Nc1ccccc1C(F)(F)F	0	-0.9	-4	i	-6	-3	i	-1	0	1
18	O=C(CN1C(=O)NC2(CCCC2)C1=O)N1CCN(S(=O)(=O)c2ccc(Cl)c(C(F)(F)F)c2)CC1	-2	2.3	3	i	-4	-4	i	-3	4	-1
19	CSC(=Nc1ccc(Cl)cc1)N[n+]1ccccc1	-7	-3.6	1	i	25	9	i	-3	0	2
20	NS(=O)(=O)c1ccc(NC(=S)NCc2ccc(Cl)cc2)cc1	6	2.0	16	i	-2	5	i	1	1	-4
21	CCOc1ccccc1N1CC(C(=O)N(C)Cc2cccnc2)CC1=O (centres undefined)	5	-2.9	-1	i	-4	-3	i	2	-2	2
22	CC1CCc2cc(F)ccc2N1C(=O)C12CCC(C)(C(=O)O1)C2(C)C (centres undefined)	-11	-0.4	0	i	6	-3	i	1	0	4
23	Cc1ccc(-n2ncc(Cl)c2C(=O)NC2CC2)cc1	-6	0.5	-3	i	-8	-1	i	-4	-12	1
24	Cc1ccccc1Nc1nc(N)nc(COC(=O)c2c(C)noc2C)n1	0	0.2	-2	i	-5	1	i	-1	4	-1
25	COc1ccc(OC)c(-c2cc(C(=O)Nc3c(C)nn(Cc4ccccc4Cl)c3C)no2)c1	1	4.9	1	i	-3	9	i	0	1	-12
26	COc1cc(CCN2C(=O)c3cccc4cccc(c34)C2=O)c(S(=O)(=O)NCCO)cc1OC	-5	-1.2	-5	i	-6	0	i	-7	-23	0
27	Cn1c(=O)c2c(SC3CCCC3)nc(C3CC3)nc2n(C)c1=O	0	0.5	7	i	-1	-5	i	-2	2	3
28	CCN1C(=O)/C(=C/c2cccs2)S/C1=N\S(=O)(=O)c1ccc(C)cc1	5	0.2	5	i	15	0	i	3	5	11
29	O=[N+]([O-])c1cccc(C=NNc2ccccc2)c1	-1	2.0	-1	i	-5	-2	i	4	-39	-4
30	O=C(CSc1nnc2ccc(-c3cccnc3)nn12)Nc1cccc(F)c1	2	-0.2	0	i	2	1	i	2	-21	22
31	COc1ccc(-n2nc3c(c2NC(=O)CBr)CSC3)cc1	1	7.8	0	i	-8	11	i	2	0	-7
32	O=C(N/N=C/c1ccccc1C(F)(F)F)c1ccc(O)cc1	3	0.0	-1	i	3	-9	i	0	-7	1
33	Cc1ccc(CC(=O)N2CCC(c3nc4c(nnn4Cc4ccccc4)c(=O)[nH]3)CC2)cc1	2	0.4	0	i	-6	-1	i	8.8*	1	-3
34	c1ccc2c(c1)nc(N1CCCCC1)c1ccccc12	0	1.0	0	i	-10	1	i	3	0	7
35	CCCCCCCC(=O)Nc1cc(C(=O)NCCC)ccc1N1CCC2(CC1)CC(c1ccccc1)=NO2	-4	6.9	3	i	4	9	i	2	4	-7
36	CC(C)c1cc(C(N)=O)c(NC(=O)C2CCC2)s1	3	-1.2	1	i	-5	-4	i	2	-3	-2
37	CCCCN(C)Cc1c(C)[nH]c2ccccc2c1=O	-4	0.5	5	i	13	-11	i	0	0	2
38	Cc1cc(C)c2sc(N(CCCN(C)C)C(=O)c3ccc(S(=O)(=O)N4CCc5ccccc5C4)cc3)nc2c1	2	-0.1	4	i	.	11	i	-1	-28	8
39	CC1=Nc2cc(C(=O)O)ccc2Sc2ccc(Br)cc21	15	1.6	-1	i	-45	-2	i	0	14	18
40	CCOCCN1CCN(C(=O)CN2CCCC2=O)CC1	-3	-5.9	1	i	-1	-3	i	-3	2	-1
41	CCOc1ccc(C2/C(=C(\O)c3ccc(OC)c(OC)c3)C(=O)C(=O)N2c2cc(C)on2)cc1OC (centres undefined)	4	-2.9	4	i	-6	9	i	-1	-14	-1
42	O=C(Nc1ccc(F)cc1Cl)C1=COCCO1	-1	0.6	0	i	1	1	i	1	2	2
43	O=C(NCc1ccc2c(c1)OCO2)c1ccc(S(=O)(=O)C(F)F)cc1	-4	0.5	1	i	-4	-2	i	0	1	-2
44	O=C(NCc1ccc(C(F)(F)F)cc1)c1cccc2c(-c3cccnc3)coc12	0	4.2	2	i	.	5	i	-4	5	0
45	O=C(c1ccco1)N1CCN(c2ncccn2)CC1	-2	-0.9	-3	i	-9	0	i	-2	-1	2
46	CN1CCN(CCC(=O)N/N=C/c2cc([N+](=O)[O-])ccc2O)CC1	-16	-2.0	1	i	-9	2	i	-4	-16	3
47	COCCNC(=O)c1ccc2c(c1)nc(C)n2-c1cccc(F)c1	6	0.1	2	i	14	-1	i	-2	-1	0
48	CCC(C)(C)NC(=O)C(c1ccccc1)N(Cc1cccnc1)C(=O)c1csnn1 (centres undefined)	-1	-2.7	0	i	-2	-1	i	2	0	2
49	Cn1cc(CC(=O)NCCCN2CCCC2=O)c2ccccc21	1	-1.4	1	i	4	-4	i	-3	0	-5
50	CCCn1cc(S(=O)(=O)CC(=O)Nc2ccc(OC)cc2OC)c2ccccc21	6	0.4	-1	i	-4	-6	i	1	1	-6
51	Cc1cc(N2CCCC(C(=O)Nc3ccc4c(c3)CCC4)C2)n2ncnc2n1 (centres undefined)	-1	-0.3	-1	i	0	7	i	0	1	-2

# Source: PubChem BioAssay (several laboratories)

# Not a hit list, and some 3.8% of all compounds hit somewhere here.
